GPR7 antag – antagonists of human GPR7 (neuropeptides B/W receptor 1). P48145. GPR7-expressing cells, fluorescence antagonist assay. inhibition, % at 4.4 µM. 290,000 compounds, 1.1% hits. AID 1861; in the data active = inhibition above about 16%, passing the limit was not always enough;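 also: cells stimulated with the agonist NPW; 0% = agonist with vehicle and 100% = vehicle without agonist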
Target sequence (P48145 whole entry, looked up): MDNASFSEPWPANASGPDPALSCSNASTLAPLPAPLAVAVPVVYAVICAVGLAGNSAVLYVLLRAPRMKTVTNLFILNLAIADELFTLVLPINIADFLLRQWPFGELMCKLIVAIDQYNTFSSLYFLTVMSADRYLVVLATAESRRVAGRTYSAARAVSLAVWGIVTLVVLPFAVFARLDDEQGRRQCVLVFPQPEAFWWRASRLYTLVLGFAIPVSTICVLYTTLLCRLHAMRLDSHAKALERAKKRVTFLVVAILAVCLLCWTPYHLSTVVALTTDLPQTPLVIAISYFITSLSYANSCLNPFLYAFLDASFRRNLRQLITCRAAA
OXTR agonist – activates the human oxytocin receptor; AID 2435; CHO-OTR cells, Fluo-8 calcium fluorescence; normalized: DMSO 0%, oxytocin 100%; activation, % at 3 µM; P30559; 320,000 compounds, 0.32% hits;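 active = activation above the mean of all tested compounds plus 3 SD, cutoff set per screening run, cut at about 20% in these data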;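 also: peak over basal fluorescence ratio from a 100 s FLIPR kinetic read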
MEKK3 PB1 HTS – MEKK3-MEK5 PB1 interaction, increase or decrease | bead-based flow cytometry, Alexa488-MEK5 binding to MEKK3; actives lie on both sides; 0 = blocked by unlabeled MEK5, 100 = vehicle | binding response (% of control), % at 10 µM | 290,000 compounds, 1.4% hits | AID 1529;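 active = binding response more than 3 SD above or below the average of its plate-row segment, actives on both sides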;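 also: Alexa488 bead fluorescence after subtracting the streptavidin-only scavenger bead signal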
MEKK2 WT-MEK5 – raises or lowers MEK5 binding to wildtype human MEKK2 PB1 domain; Q9Y2U5; bead flow cytometry, Alexa488-MEK5 binding to MEKK2 WT; actives lie on both sides; binding response (% of control), % at 10 µM; 290,000 compounds, 1.1% hits; in the data active = binding response below about 67% or above about 130%
PHOSPHO1 inh – inhibitors of human PHOSPHO1 phosphatase. Q8TCT1. recombinant PHOSPHO1, absorbance phosphatase assay. inhibition, % at 13.3 µM. 290,000 compounds, 1.1% hits. AID 1565; in the data active = inhibition above about 60%
MEKK2 mut-MEK5 – signal of MEK5 binding to mutant human MEKK2 PB1 domain | bead flow cytometry, Alexa488-MEK5 binding to MEKK2 mutant | percent response, % at 10 µM | 290,000 compounds, 0.35% hits | AID 1530; in the data active = percent response above about 24%, passing the limit was not always enough; also: inactives centre near 1; some results filed as inactive read as strong as hits; reference of the scale not given here
GalR3 antagonist – antagonists of human GalR3; AID 651719; O60755; inhibition, % at 3 µM; HEK293 GalR3-CNG cAMP membrane potential fluorescence; galR3 body fused to GalR1 C-terminus; 360,000 compounds, 0.44% hits;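 active = inhibition above the screen-wide average plus 3 SD, cut at about 13% in these data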;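 also: forskolin and galanin both at EC90 stimulate the cells; cAMP rise reported by CNG channel membrane potential dye signal; 0% = forskolin plus galanin with DMSO and 100% = forskolin alone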
Target sequence (O60755 1-299 limits assumed): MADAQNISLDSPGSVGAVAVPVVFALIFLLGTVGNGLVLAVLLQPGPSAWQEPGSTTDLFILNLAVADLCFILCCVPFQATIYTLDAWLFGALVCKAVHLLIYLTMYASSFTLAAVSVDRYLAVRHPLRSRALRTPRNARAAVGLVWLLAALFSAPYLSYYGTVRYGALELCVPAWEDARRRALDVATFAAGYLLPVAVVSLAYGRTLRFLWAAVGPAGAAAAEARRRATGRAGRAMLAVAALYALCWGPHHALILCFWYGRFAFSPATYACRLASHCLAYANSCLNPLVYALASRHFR
V1R ag counter – activates human V1a receptor in oxytocin agonist counter-screen; P37288; CHO-V1R cells, Fluo-8 calcium fluorescence, agonist mode; 0% DMSO, 100% 3 nM vasopressin; activation, % at 3 µM; 320,000 compounds, 0.25% hits;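 active = activation above the mean activation of all tested compounds plus 3 SD, per screening run, cut at about 20% in these data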;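 also: signal is peak over basal fluorescence ratio across a 100 second FLIPR read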
Target sequence (P37288 whole entry, looked up): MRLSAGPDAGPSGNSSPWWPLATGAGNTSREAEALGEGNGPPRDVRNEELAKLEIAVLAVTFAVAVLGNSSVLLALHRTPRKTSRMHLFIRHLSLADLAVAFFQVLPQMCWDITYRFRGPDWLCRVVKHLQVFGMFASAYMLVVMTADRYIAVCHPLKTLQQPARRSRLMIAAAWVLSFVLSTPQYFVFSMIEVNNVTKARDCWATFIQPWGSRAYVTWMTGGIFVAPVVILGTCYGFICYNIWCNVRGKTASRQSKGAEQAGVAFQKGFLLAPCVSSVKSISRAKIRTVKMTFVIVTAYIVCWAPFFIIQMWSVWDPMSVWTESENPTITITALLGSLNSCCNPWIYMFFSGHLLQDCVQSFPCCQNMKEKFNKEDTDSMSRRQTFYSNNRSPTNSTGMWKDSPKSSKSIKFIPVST
NALP1 yeast inh – blocks the NALP1 inflammasome reconstituted in yeast. 280,000 compounds, 0.61% hits. S. cerevisiae NALP1/ASC/caspase-1 growth, X-gal OD620, 72 h. inhibition, % at 10 µM; in the data active = inhibition mostly above about 24%, no sharp cut-off; inactive = mostly below about 32%; also: some compounds called inactive have numbers as strong as hits
Starred values were filed as active, the others as inactive; . = not tested or not shown; & = joins results of further samples. A portion of the library; the hit share may differ from the screen's.

SMILES	GPR7 antag	OXTR agonist	MEKK3 PB1 HTS	MEKK2 WT-MEK5	PHOSPHO1 inh	MEKK2 mut-MEK5	GalR3 antagonist	V1R ag counter	NALP1 yeast inh
Cc1ccc(S(=O)(=O)N2CCCCC2)cc1NC(=O)CN1CC=C(c2ccccc2)CC1	19	0.7	101	112	-4	3	-10	1.3	39
CCCCN1C(=O)NC(=O)C2(Cc3c(nc4c(C)cccn4c3=O)N3CCc4ccccc4C32)C1=O (centres undefined)	3	5.9	.	.	10	.	-3	7.9	16
CN1C(=O)C(c2ccc([N+](=O)[O-])cc2[N+](=O)[O-])C(=O)N(C)C1=O	12	0.5	101	109	37	3	-9	-0.4	24
N/C(=N\[N+](=O)[O-])N1CCN(C(=O)c2ccccc2)CC1	17	0.7	86	81	-26	-13	-3	0.6	17
Cc1cc(C(=O)CN2CCCC2)c(C)n1-c1ccc(F)cc1	-7	-0.2	102	105	30	1	2	0.2	.
C[N+]12CCC(CC1)C(C(O)(c1ccccc1)c1cccs1)C2 (centres undefined)	-15	-0.9	104	100	-10	2	-8	0.3	31
CCN1CCC(O)(c2ccccc2)C(C(=O)c2ccccc2)C1 (centres undefined)	-13	1.4	104	104	.	11	-1	0.2	.
O=P1(Nc2ccc(F)cc2)COc2ccccc2OC1	-11	-0.1	100	97	-4	-2	-6	1.0	14
CC1=CC(=C2C(=O)NC(=S)NC2=O)C=C(C(F)(F)F)N1CCc1ccccc1	6	0.8	103	100	45	0	.	0.8	18
CCC(=O)OC1(c2cccc(C)c2)CC(C)N(C)CC1C (centres undefined)	-7	0.9	102	102	-6	1	-1	-0.6	-7
CCOC(=O)C(NC(=O)CC)(Nc1ccc(C(O)(C(=O)OCC)C(F)(F)F)cc1C)C(F)(F)F (centres undefined)	-11	-0.1	102	103	41	3	-7	-0.3	4
CC1(C)CC(n2[nH]c(=O)c3c2NC(=O)CSC3c2ccccc2)CCO1 (centres undefined)	-8	-0.2	103	100	21	21	-1	-0.6	-2
CCOP(=O)(OCC)C(NC(=O)c1ccc(C)cc1)C(Cl)(Cl)Cl (centres undefined)	-2	-0.5	97	97	-3	-1	3	0.1	25
Fc1ccc(NC2=NCCS2)cc1Cl	-16	-0.8	115	127	44	23	-4	0.5	.
Cc1ccc(-n2c(O)c(C=NC3CCCCC3N)c(=O)[nH]c2=O)cc1C (centres undefined)	-13	-0.8	94	97	-4	0	-4	0.4	26
O=C1NC(=O)N(Cc2ccco2)C(=O)/C1=C\c1cccn1CCOc1ccccc1	-19	0.9	123	110	27	22	-2	2.6	.
O=C(O)C1C2CCC(O2)C1C(=O)Nc1ccc(Cl)cc1 (centres undefined)	6	0.6	103	106	44	4	-5	-0.3	16
Cc1ccc(N2C(=O)CC(=O)NC2=O)cc1	-10	0.4	101	99	-3	8	-6	0.4	18
O=[As](O)(O)c1ccc(N=Nc2ccc(O)cc2)cc1	-18	.	103	100	49	4	-8	.	3
CN1C(=O)CN=C(c2ccccc2)c2cc(Cl)ccc21	-13	.	98	97	36	-2	.	.	.
O=C(CSC1c2ccccc2-c2ccccc21)N/N=C/c1ccccc1C(=O)O	-13	-0.2	98	98	32	-3	0	0.0	3
CCN(CC)C(=O)c1ccc(NC(=O)CN2CCc3cc(OC)c(OC)cc3C2)cc1	-12	2.8	98	101	-25	2	-11	-0.4	14
CCOc1cc(C=C2C(=O)NC(=O)NC2=O)ccc1OS(=O)(=O)c1ccccc1	-4	-2.3	101	97	15	0	.	-0.8	9
O=P(Oc1ccccc1)(Oc1ccccc1)c1ccccc1	8	-0.3	97	94	19	-9	-1	-0.9	-1

An excerpt of these results, as labelled records.
CCOc1cc(C=C2C(=O)NC(=O)NC2=O)ccc1OS(=O)(=O)c1ccccc1
  GPR7 antag: -4	OXTR agonist: -2.3	MEKK3 PB1 HTS: 101	MEKK2 WT-MEK5: 97	PHOSPHO1 inh: 15	MEKK2 mut-MEK5: 0	GalR3 antagonist: .	V1R ag counter: -0.8	NALP1 yeast inh: 9
CCOP(=O)(OCC)C(NC(=O)c1ccc(C)cc1)C(Cl)(Cl)Cl (centres undefined)
  GPR7 antag: -2	OXTR agonist: -0.5	MEKK3 PB1 HTS: 97	MEKK2 WT-MEK5: 97	PHOSPHO1 inh: -3	MEKK2 mut-MEK5: -1	GalR3 antagonist: 3	V1R ag counter: 0.1	NALP1 yeast inh: 25

(listing goes on)
SMILES	GPR7 antag	OXTR agonist	MEKK3 PB1 HTS	MEKK2 WT-MEK5	PHOSPHO1 inh	MEKK2 mut-MEK5	GalR3 antagonist	V1R ag counter	NALP1 yeast inh
O=C(CCC(=O)N1CCOc2ccc(Cl)cc21)N1CCC2(CC1)OCCO2	-3	1.4	106	107	32	2	-7	0.7	11
O=C1/C(=C\c2ccc([N+](=O)[O-])cc2)N2CCC1CC2	-1	0.8	100	100	-7	-2	-5	3.4	35
Cn1cc(C(=O)NCc2ccccc2)c2ccccc21	-9	7.6	119	112	24	6	-2	7.3	7
O=C1CN=C(c2ccccc2)c2cc(Br)ccc2N1	-13	-1.3	104	102	13	1	-9	-0.5	15
CCOC(=O)c1ccc(NC(=O)N2CC3CC(C2)c2cccc(=O)n2C3)cc1 (centres undefined)	-19	0.7	100	104	46	7	1	-0.1	3
O=C(C[N+]12CCN(CC1)CC2)NCCc1ccc(Cl)cc1Cl	4	-0.5	98	96	53	-2	-6	0.8	-10
O=C1NC(=O)N(CCc2ccc(F)cc2)C(=O)/C1=C/c1cccs1	-22	-0.2	102	102	-3	4	-3	0.4	-9
CC(=O)c1cccc(NC2=NCC(C)S2)c1 (centres undefined)	0	-1.0	97	105	9	5	.	0.9	-9
COC(=O)Cn1cc(C=C2C(=O)NC(=O)NC2=O)c2ccccc21	20	1.0	102	103	29	0	-12	1.6	-15
CN1CC(C(=O)c2ccc(Cl)cc2)C(c2ccc(N(C)C)cc2)C1 (centres undefined)	9	4.7	100	117	29	11	-9	1.1	12
CC(=O)Nc1ccc(OC(=O)N2CCCCC2)cc1	-3	1.0	105	101	-12	2	-6	0.2	8
COCCN1C(=O)NC(=O)/C(=C\c2ccc(F)cc2)C1=O	0	0.6	108	100	43	-5	-1	-0.4	6
OCC[N+]12CCC(CC1)C(C(O)(c1ccccc1)c1ccccc1)C2 (centres undefined)	-6	-0.3	100	101	28	4	-5	0.9	22
O=C(CCCCCn1c(=S)[nH]c2ccccc2c1=O)N1CCC2(CC1)OCCO2	-7	0.4	102	98	24	0	-1	0.4	-2
CC(=NCCc1ccccc1)c1c(O)n(C)c(=O)n(C)c1=O	-4	-1.4	91	99	8	-7	-1	3.0	.
NC(N)=N/N=C/c1ccc(N2CCOCC2)cc1	-4	0.8	77	81	8	-17	-2	-0.3	-3
COc1cccc(C(=O)C2CCCN(Cc3cccc(C)n3)C2)c1 (centres undefined)	-2	0.7	90	84	19	-16	-5	-0.1	12
O=C(Nc1ccc(OC(=O)N2CCCCC2)cc1)N1CCOCC1	12	-0.7	51	54	37	-18	-3	0.5	1
Cc1ccccc1CCNCc1cc2cccc(C)c2[nH]c1=O	-5	5.9	107	121	19	8	-11	7.6	0
N[C@@H](Cn1oc(=O)[nH]c1=O)C(=O)O	.	0.5	103	104	.	3	.	1.4	.
COc1ccc(NC(=O)[C@@H](NC(=O)N2C[C@H]3C[C@@H](C2)c2cccc(=O)n2C3)C(C)C)cc1	-4	0.1	101	101	34	2	-2	0.5	4
CCCCCCn1c(O)c(C=NC2CCN(Cc3ccccc3)CC2)c(=O)[nH]c1=O	-8	-1.2	101	101	19	0	-7	-0.6	40
COCCNC(=O)c1c(NC(=O)c2ccco2)n(Cc2ccccc2)c2nc3ccccc3nc12	-11	0.5	103	99	19	5	-2	1.5	6
FC(F)(F)c1cccc(C2NCc3ccccc3-n3cccc32)c1 (centres undefined)	5	-1.7	113	113	38	15	-4	-0.4	15
Cc1cccc(C)c1OP(N)(=O)OCC(F)(F)F (centres undefined)	-4	-2.2	97	98	15	-2	6	-0.2	26
CN1CCN(C(=O)COc2ccc(S(=O)(=O)N(C)Cc3ccccc3)cc2)CC1	-6	3.1	114	111	-7	8	-9	0.5	-26
Cn1c(O)c(C=NCCN2CCNCC2)c(=O)[nH]c1=O	-3	0.7	101	107	13	5	-2	1.8	.
COCCCNC(=O)c1c(N)n(Cc2ccco2)c2nc3ccccc3nc12	-6	-0.1	90	91	11	-9	-1	1.2	0
COC(=O)[C@@H](N)CCCN=C(N)N[N+](=O)[O-]	.	-1.2	109	116	8	7	.	0.6	25
O=c1c2ccccc2nc(CSc2ncnc3nc[nH]c23)n1-c1ccccc1	-11	0.4	109	115	21	4	-3	1.3	7
COc1ccc(CCNCc2cccn2C)cc1OC	10	0.2	90	98	.	1	-1	0.8	.
O=c1c2ccccc2nc(-c2ccccc2)n1-n1cccc1	0	-1.4	99	103	-19	5	1	-1.1	8
O=C(O)c1cccc(NC(=O)N2C[C@H]3C[C@@H](C2)c2cccc(=O)n2C3)c1	-7	1.0	99	101	-8	3	0	1.0	17
COc1ccc(NC(=O)c2cc([N+](=O)[O-])ccc2N2CCNCC2)cc1	-10	2.5	.	.	54	.	-1	-0.2	0
CCOc1cc2c(cc1OCC)-n1cccc1C(c1cccc([N+](=O)[O-])c1)NC2 (centres undefined)	-24	0.0	111	113	42	14	-9	-0.3	12
COc1ccc(S(=O)(=O)N2CC3CC(C2)c2cccc(=O)n2C3)cc1 (centres undefined)	9	-0.5	101	100	40	-1	-3	0.6	-8
O=c1[nH]c(O)c(/C=C2\C=NN=C2c2ccccc2)c(=O)[nH]1	-2	0.8	101	104	6	3	-3	0.4	1
CN(C)c1ccc(C(=O)c2ccc(N(C)C)cc2)cc1	13	-1.1	99	104	2	3	-6	-0.8	-10
Cc1cc(Oc2ccc(C(F)(F)F)cc2[N+](=O)[O-])c2c3c(c(=O)oc2c1)CCCC3	-11	-2.1	108	110	16	22	5	2.7	28
C#C[C@]1(O)CCC2C3CCC4=C/C(=N/OCC(=O)NC(C)C(=O)NC(CCSC)C(=O)O)CC[C@]4(C)C3CC[C@@]21C (some centres undefined)	0	-0.1	111	108	23	5	1	0.4	17
O=C(C(=O)N1CCOCC1)c1cn(Cc2ccccc2Cl)c2ccccc12	-2	0.7	102	99	43	-2	-4	0.1	8
Cc1c(N=Cc2c(O)n(CCc3ccc(F)cc3)c(=O)[nH]c2=O)c(=O)n(-c2ccccc2)n1C	0	-0.7	110	108	10	5	-3	0.4	1
CC(C(=O)c1ccc2ccccc2c1)N1CCCCC1 (centres undefined)	-13	-1.1	99	102	46	2	-4	-1.9	3
CCOP(=O)(OCC)C(NC(=O)c1ccc(C)cc1)=C(Cl)Cl	-5	0.2	104	106	-6	2	-3	-0.5	28
CN1CCN(Cc2ccc3ccccc3c2)CC1	-7	-0.5	104	107	14	2	-11	1.1	20
CCOP(=O)(OCC)C(O)c1ccc(N(C)C)cc1 (centres undefined)	-2	-0.3	101	99	15	-2	-5	0.9	6
COc1ccc(-n2c(O)c(C=NCCN(C)C)c(=O)[nH]c2=O)cc1	-1	1.3	92	90	16	-4	-3	0.0	-3
C[N+]1(C)[C@@H]2CC[C@H]1CC(OC(=O)C(CO)c1ccccc1)C2 (some centres undefined)	-10	0.1	100&96	79&101	6	-29&-2	.	0.9	21
COc1ccc(OC)c(-n2c(O)c(C=NCCN3CCNCC3)c(=O)[nH]c2=S)c1	3	0.9	102	104	.	4	-7	-0.4	17
CN1CCN(c2nc(N)cc(=O)[nH]2)CC1	-13	0.3	100	100	33	4	-8	1.0	26
O=C(NCCN1CCOCC1)c1ccc(Cl)nc1	1	-0.5	104	112	30	10	-3	0.9	.

Source: PubChem BioAssay (several laboratories)
